Bioassay records as filed in PubChem.
PI4K2A inh: blocks human PI4K2A kinase activity; activity change, negative = inhibition, % at 76.9 µM; purified PI4K2A, ADP-Glo luminescence, 1 h; hits give low values; AID 1346378; Q9BTU6; 0.13% of 420,000 active; in the data active means activity change below about -50%; inconclusive means mostly about -30% to -49%;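 further: -100% = wells without enzyme as full effect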
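In this quantitative HTS, ADP production by PI4K2A was quantified luminescently after 1 h at ambient temperature; 100 microM adenosine served as plate-quality control.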
G9a block: blocks human histone lysine methyltransferase G9a; Q96KQ7; G9a H3K9 monomethylation, AlphaScreen, 2 h; Potency, µM (highest dose often 102 µM), for the others: at the top dose activity, negative = inhibition, hits mostly inhibitors; 8.8% of 350,000 active; further: potency means the concentration at half of the fitted maximal effect; on the % scale 0 is the no-effect control and ±100 the full control effect; nearly all actives have a fitted effect of over 75% in size
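Using a bead-based AlphaScreen, monomethylated H3K9 product from 2 h room-temperature reactions (G9a 20 nM, peptide 500 nM, SAM 20 uM) was detected with 0.5 ug/mL rabbit anti-H3K9me1 antibody.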
Tb PGK inh: inhibitors of T. brucei phosphoglycerate kinase. P07378. PGK/GAPDH coupled, Kinase-Glo luminescence, 60 min. Potency, µM (titrated, usually from 57.5 µM), without a hit: at the highest dose activity change, negative = inhibition, most hits filed as inhibitors. 0.043% of 380,000 active; further: potency means the concentration at half of the fitted maximal effect; on the % scale 0 is the no-effect control and ±100 the full control effect; nearly all actives have a fitted effect of over 60% in size
Target sequence (P07378 whole entry, looked up): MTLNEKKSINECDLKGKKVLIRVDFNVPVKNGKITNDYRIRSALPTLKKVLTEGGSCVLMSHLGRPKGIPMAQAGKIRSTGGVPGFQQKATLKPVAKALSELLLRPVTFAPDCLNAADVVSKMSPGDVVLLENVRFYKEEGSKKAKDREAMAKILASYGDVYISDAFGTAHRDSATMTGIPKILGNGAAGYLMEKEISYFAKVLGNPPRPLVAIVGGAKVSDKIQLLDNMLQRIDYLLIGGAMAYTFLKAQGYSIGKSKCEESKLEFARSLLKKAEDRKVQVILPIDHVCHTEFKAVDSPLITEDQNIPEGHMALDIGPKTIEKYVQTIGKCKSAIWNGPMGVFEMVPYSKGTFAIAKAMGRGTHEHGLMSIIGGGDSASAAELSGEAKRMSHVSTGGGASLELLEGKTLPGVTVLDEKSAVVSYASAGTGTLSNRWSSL
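Luminescent ATP detection (Kinase-Glo Plus) follows a 60-minute room-temperature incubation, with wells lacking PGK as controls. Buffer: 100 mM TEA (pH 7.6), 5 mM MgCl2, 0.01% Tween-20. Coupling enzyme GAPDH (100 nM final) supplies unstable 1,3-BPG in-well.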
GLS inhibitor: blocks human kidney-isoform glutaminase activity | O94925 | GLS enzymatic activity, qHTS titration | Potency, µM (series often up to 45.5 µM), for the others: at the highest dose activity change, negative = inhibition, usual class: inhibitors | 0.21% of 410,000 active | AID 624170; further: potency means the concentration at half of the fitted maximal effect; on the % scale 0 is the no-effect control and ±100 the full control effect
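Human kidney-isoform GLS in 45 mM KH2PO4 pH 8.2, 0.02% Tween-20, with compound, started with 1mM L-Glutamine (added stock). Glutamate oxidase/HRP/Amplex red coupled fluorescence read at start and after 30 min at RT.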
JMJD2A Tudor: inhibitors of human JMJD2A Tudor domain. 4.4% of 390,000 active. AlphaScreen JMJD2A-Tudor / H3K4me3 peptide binding. Potency, µM (highest dose often 114 µM), without a hit: top-dose activity change, negative = inhibition, actives largely listed as inhibitors; further: potency means the concentration at half of the fitted maximal effect; on the % scale 0 is the no-effect control and ±100 the full control effect; nearly all actives have a fitted effect of over 50% in size
Pin1 inh: blocks the human prolyl isomerase Pin1 | Q13526 | AID 504891 | Potency, µM (highest dose often 115 µM), without a hit: top-dose activity, negative = inhibition, most hits filed as inhibitors | Pin1 FP peptide displacement, HiFluor488, 10 min | 0.009% of 390,000 active; active means well fitted inhibition curve with a large enough effect in the polarisation, with a control signal flat, not every such curve was filed as active; inconclusive means small, poorly fitted or top-dose-only effect, or effect the other way, or a change in a side signal; inactive means no such curve, though single readings can be large or run the other way; the % refers to the polarisation; further: potency means the concentration at half of the fitted maximal effect; on the % scale 0 is the no-effect control and ±100 the full control effect
Target sequence (Q13526 whole entry, looked up): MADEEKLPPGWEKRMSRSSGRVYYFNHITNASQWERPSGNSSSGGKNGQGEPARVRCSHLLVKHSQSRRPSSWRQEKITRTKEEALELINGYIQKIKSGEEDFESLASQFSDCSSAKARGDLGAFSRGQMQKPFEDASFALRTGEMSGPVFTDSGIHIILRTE
HP1b chromo inh: blocks HP1-beta chromodomain binding to methylated histone tails. P83916. AlphaScreen HP1-beta / biotin-H3K9me3 peptide binding. Potency, µM (top dose mostly 114 µM), for inactives: at the top dose activity change, negative = inhibition, actives largely listed as inhibitors. 0.56% of 390,000 active. AID 540317; further: potency means the concentration at half of the fitted maximal effect; nearly all actives have a fitted effect of over 70% in size; inactives centre near 23
Target sequence (P83916 whole entry, looked up): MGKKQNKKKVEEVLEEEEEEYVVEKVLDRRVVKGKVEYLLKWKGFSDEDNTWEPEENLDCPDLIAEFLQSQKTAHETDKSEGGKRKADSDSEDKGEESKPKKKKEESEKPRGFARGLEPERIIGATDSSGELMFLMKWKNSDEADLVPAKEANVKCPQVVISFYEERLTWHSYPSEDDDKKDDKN
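AlphaScreen: HP1-beta (50 nM) preformed 30 min with biotin-H3(1-18)K9me3 peptide (50 nM) in PBS pH 7.4, 0.01% Tween-20. Compound added for 30 min at RT, then streptavidin donor/nickel chelate acceptor beads (10 ug/mL) for 30 min.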
POLH inh: inhibitors of human DNA polymerase eta. Q9Y253. recombinant Pol eta, fluorescent DNA replication assay. Potency, µM (highest dose often 114 µM), for the others: top-dose activity change, negative = inhibition, hits mostly inhibitors. 1.2% of 390,000 active; further: potency means the concentration at half of the fitted maximal effect; on the % scale 0 is the no-effect control and ±100 the full control effect
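Fluorescent replication assay: 50 nM final substrate added after a 15 min room-temperature compound preincubation with 10 nM enzyme. Signal taken at 0 min and again at 10 min.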
BAZ2B block: blocks human BAZ2B. Q9UIF8. AlphaScreen BAZ2B-H3K14Ac peptide displacement. Potency, µM (series often up to 114 µM), inactives show top-dose activity change, negative = inhibition, actives largely listed as inhibitors. 4.4% of 360,000 active; further: potency means the concentration at half of the fitted maximal effect; on the % scale 0 is the no-effect control and ±100 the full control effect; nearly all actives have a fitted effect of over 60% in size
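In this displacement format the biotinylated H3(5-23) peptide acetylated at Lys14 serves as ligand at 50 nM, with BAZ2B at 50 nM in PBS pH 7.4 containing 0.01% Tween-20. Donor and acceptor beads are 10 ug/mL final.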
* = called active by the depositor; i = inactive; ? = inconclusive; / = not tested or not shown; [ ] = dose if it differs, or a comment. Unless noted, the call rests on the fitted dose curve; in most records, active means well fitted curve in the direction sought with a large enough effect; inconclusive means small, poorly fitted or top-dose-only effect, or another doubt; inactive means no such curve, though single readings can be large; an effect the other way counts as inactive or inconclusive.

No.	PI4K2A inh	G9a block	Tb PGK inh	GLS inhibitor	JMJD2A Tudor	Pin1 inh	HP1b chromo inh	POLH inh	BAZ2B block	mol
1	5.5	-16.3%[0.0925 µM]	-7.7%	0.9%	1.3%	-4.5%	13.2%	7.7%	-1.5%	CN1C(=O)C2(C(C#N)=C(N)Oc3n[nH]c(-c4ccc(Cl)cc4)c32)c2ccccc21 (centres undefined)
2	3.7	-0.3%[59 µM]	7.1%	-0.2%	-4.6%	5.1%	37.3%	-11.4%	-2.4%	Cc1c(NC(=O)c2cc(C(C)C)on2)c(=O)n(-c2ccccc2)n1C
3	1.4	-11.5%[2.33 µM]	-3.0%	-3.0%	0.0%	-0.5%	48.6%[activator]	-2.3%	8.2%	Cc1ccc(-c2cc3onc(-c4ccccc4)c3c(=O)n2C)cc1
4	2.2	58.0%[activator][59 µM]	0.0%	-9.4%	-3.7%	-10.4%	33.7%	-13.0%	-32.2%	CCN1CNC(=S)N(c2cc(C)ccc2C)C1
5	7.6	13.3%[2.33 µM]	3.9%	-8.5%	-10.6%	0.8%	74.8%[activator]	-4.5%	5.5%	CSc1ccccc1C(=O)Nc1ccc2c(c1)CCC2
6	-3.2	39.8µM*	2.6%	2.8%	?	-2.9%	-1.1%	-10.4%	70.8µM*	COc1ccc(N2CCN(C(=O)c3ccc(Cl)c(S(=O)(=O)N4CCCC4)c3)CC2)cc1
7	-6.7	8.6%	11.6%	-7.2%	1.4%	2.7%	16.0%	-11.7%	-11.3%	COc1ccc(NC(=O)c2cc(C)nn2-c2ccccc2)cc1
8	-13.6	?	i	7.2%	-1.9%	-2.2%	49.7%	-10.0%	4.8%	COc1ccc(CC(NC(C)=O)C(=O)NC2CCN(c3nnnn3-c3ccccc3)CC2)cc1 (centres undefined)
9	-1.5	/	-3.3%	-1.2%	-11.0%	6.3%	28.3%	-2.3%	/	C=C(C1=CCN(S(=O)C(C)(C)C)[C@H]1CCO)c1ccccc1 (some centres undefined)
10	-1.7	-2.7%[12.7 µM]	-7.8%	-1.7%	-34.0%	0.5%	1.5%	-15.4%	-34.3%	O=C(CSc1n[nH]c(=O)n1C1CC1)N1N=C(c2ccc(Cl)cc2)CC1c1ccco1 (centres undefined)
11	3.8	?	7.3%	10.1%	-4.8%	0.4%	49.1%[activator]	-10.7%	7.5%	Cc1ccc(OCCC(=O)OCC(=O)NNC(=O)c2ccccc2)cc1
12	1.1	19.8%[0.501 µM]	1.5%	2.7%	-0.7%	-2.1%	28.3%	-1.3%	4.2%	Cc1ccc(-c2nnn(CC(=O)N3CCCCC3)n2)cc1
13	-0.1	?	4.5%	0.5%	-11.6%	-0.7%	37.0%	-2.3%	-23.5%	COc1ccc(C(=O)NC(C(=O)NCCc2ccc3c(c2)OCCO3)C(C)C)cc1 (centres undefined)
14	-1.5	?	-8.4%	10.4%	-14.9%	1.9%	20.4%	-14.6%	-12.4%	Cc1cccc(N2CCN(C(=O)CSc3nnnn3C3CC3)CC2)c1C
15	-1.2	21.0%[59 µM]	-7.9%	-5.4%	-0.3%	-0.3%	20.6%	-13.7%	-1.5%	COC(=O)CCC(=O)Nc1ccccc1C(=O)Nc1ccccc1
16	0.5	47.8%	-16.2%	-9.0%	-15.1%	-9.3%	13.7%	-8.5%	-5.3%	COc1ccc(OC(=O)N2CCOCC2)cc1
17	4.9	/	i	13.1%	-11.9%	-0.3%	6.4%	-4.6%	22.7%	COc1cc(/C=C2\N=C(c3ccccc3)OC2=O)ccc1OC(C)=O
18	-1.4	3.7%[59 µM]	-1.6%	-13.2%	-17.8%	-2.6%	13.0%	-21.7%	0.1%	CCc1nn(CC(=O)N(C)Cc2ccccc2)c(=O)c2cc3sccc3n12
19	3.5	42.3%[activator]	/	3.2%	?	-3.3%	?	4.4%	24.2%	CSc1ncccc1C(=O)OCC(=O)c1ccc(Br)s1
20	-5.1	50.1µM*	-0.8%	3.7%	?	-0.7%	9.8%	-5.4%	0.7%	COc1ccc(N(Cc2cc(=O)[nH]c3ccccc23)C(=O)c2ccco2)cc1
21	-0.7	3.7%[59 µM]	-1.2%	1.0%	-15.0%[57.1 µM]	?	49.8%[activator]	-20.8%	3.3%	CCOC(=O)N1CC=C2C(C#N)=C(N)C(C#N)(C#N)[C@H](c3cccs3)C2C1 (some centres undefined)
22	2.0	?	-4.1%	1.1%	-25.8%	3.3%	22.5%	-10.7%	-24.6%	CC(=O)c1ccc(NC(=S)N(Cc2ccccc2)C(C)C2CC2)cc1 (centres undefined)
23	-18.2	?	-7.8%	-2.2%	?	?	1.5%	79.4µM*	-34.7%	Cc1ccc(NC(=O)N/C=C/c2ccco2)c(C)c1
24	-1.0	7.5%[59 µM]	4.6%	-5.8%	8.6%	14.5%	31.1%[activator]	-31.3%	5.4%	Cc1cc(Nc2cccc(C(F)(F)F)c2)nc2ccc(NC(=O)Cc3ccc(Cl)cc3)cc12

Sorted by number of heavy atoms (ascending): 12 of the compounds above.
No.	PI4K2A inh	G9a block	Tb PGK inh	GLS inhibitor	JMJD2A Tudor	Pin1 inh	HP1b chromo inh	POLH inh	BAZ2B block	mol
16	0.5	47.8%	-16.2%	-9.0%	-15.1%	-9.3%	13.7%	-8.5%	-5.3%	COc1ccc(OC(=O)N2CCOCC2)cc1
23	-18.2	?	-7.8%	-2.2%	?	?	1.5%	79.4µM*	-34.7%	Cc1ccc(NC(=O)N/C=C/c2ccco2)c(C)c1
19	3.5	42.3%[activator]	/	3.2%	?	-3.3%	?	4.4%	24.2%	CSc1ncccc1C(=O)OCC(=O)c1ccc(Br)s1
9	-1.5	/	-3.3%	-1.2%	-11.0%	6.3%	28.3%	-2.3%	/	C=C(C1=CCN(S(=O)C(C)(C)C)[C@H]1CCO)c1ccccc1 (some centres undefined)
7	-6.7	8.6%	11.6%	-7.2%	1.4%	2.7%	16.0%	-11.7%	-11.3%	COc1ccc(NC(=O)c2cc(C)nn2-c2ccccc2)cc1
15	-1.2	21.0%[59 µM]	-7.9%	-5.4%	-0.3%	-0.3%	20.6%	-13.7%	-1.5%	COC(=O)CCC(=O)Nc1ccccc1C(=O)Nc1ccccc1
22	2.0	?	-4.1%	1.1%	-25.8%	3.3%	22.5%	-10.7%	-24.6%	CC(=O)c1ccc(NC(=S)N(Cc2ccccc2)C(C)C2CC2)cc1 (centres undefined)
14	-1.5	?	-8.4%	10.4%	-14.9%	1.9%	20.4%	-14.6%	-12.4%	Cc1cccc(N2CCN(C(=O)CSc3nnnn3C3CC3)CC2)c1C
18	-1.4	3.7%[59 µM]	-1.6%	-13.2%	-17.8%	-2.6%	13.0%	-21.7%	0.1%	CCc1nn(CC(=O)N(C)Cc2ccccc2)c(=O)c2cc3sccc3n12
1	5.5	-16.3%[0.0925 µM]	-7.7%	0.9%	1.3%	-4.5%	13.2%	7.7%	-1.5%	CN1C(=O)C2(C(C#N)=C(N)Oc3n[nH]c(-c4ccc(Cl)cc4)c32)c2ccccc21 (centres undefined)
10	-1.7	-2.7%[12.7 µM]	-7.8%	-1.7%	-34.0%	0.5%	1.5%	-15.4%	-34.3%	O=C(CSc1n[nH]c(=O)n1C1CC1)N1N=C(c2ccc(Cl)cc2)CC1c1ccco1 (centres undefined)
6	-3.2	39.8µM*	2.6%	2.8%	?	-2.9%	-1.1%	-10.4%	70.8µM*	COc1ccc(N2CCN(C(=O)c3ccc(Cl)c(S(=O)(=O)N4CCCC4)c3)CC2)cc1

A portion of the library; count on the stated rates, not on these rows.
